# Rat MKP-3 inhibitors: inhibition of rat DUSP6 enzyme activity – biochemical, in vitro, primary screen (AID 425); recombinant MKP-3 phosphatase activity, fluorescence; higher % means a stronger effect; inhibition, % at 20 µM, or IC50 in µM where a hit was titrated; 110,000 compounds, 0.17% hits; in the data active = inhibition above about 50%;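 also: plate controls were vehicle for no effect and reference inhibitor for full effect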
# Hsp70 displacement: small molecules displacing fluorescent ligand from Hsp70 – biochemical, fluorescence polarization, primary screen (AID 583). Hsp70 fluorescence polarization probe displacement, mP; higher % means a stronger effect. displacement, % at 20 µM, or IC50 in µM where a hit was titrated. 140,000 compounds, 0.06% hits; in the data active = displacement above about 50%;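 also: plate controls were vehicle for no effect and reference ligand for full effect; a part of the inactive calls stands beside numbers as strong as those of hits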
# The depositor's hits bear a star; nt = not tested or not shown. Not all compounds are listed. The share of hits here may be higher or lower than overall.
nr	mol	Rat MKP-3 inhibitors	Hsp70 displacement
1	Clc1ccc2nc(NC3=NCN(CCN4CCOCC4)CN3)nc(-c3ccccc3)c2c1	-9%	-2.1%
2	N#Cc1nc(-c2cccs2)oc1N1CCN(c2ccccc2)CC1	-8%	-0.5%
3	O=c1ccnc(NCCc2ccccc2)[nH]1	-6%	-2.7%
4	O=C(COc1ccc(Br)cc1)Nc1cccc([N+](=O)[O-])c1	2%	2.9%
5	Cc1cc(C)c(NC(=O)CSc2nnc(-c3ccncc3)n2Cc2ccco2)c(Cl)c1	1%	0.9%
6	Cc1ccc(S(=O)(=O)Cn2nnnc2C(C(C)C)N2CCN(C(=O)c3ccco3)CC2)cc1 (configuration not stated)	-6%	-2.4%
7	CC(=O)OC1COC(n2ncc(=O)[nH]c2=S)C(OC(C)=O)C1OC(C)=O (configuration not stated)	1%	-4.5%
8	COCCN(Cc1cc2cccc(C)c2[nH]c1=O)C(=O)c1ccccc1	-2%	6.3%
9	Cc1ncc(S(=O)(=O)c2ccc(Cl)cc2)c(-c2ccccc2)n1	nt	5.5%
10	COc1cc(-c2nnc(-c3ccco3)o2)ccc1OCc1ccccc1	-8%	0.7%
11	O=C(CCN1CCCCCC1)Nc1ccccc1F	nt	6.8%
12	O=C(Nc1ccccc1)c1ccc(F)c(S(=O)(=O)N2CCOCC2)c1	-14%	6.3%
13	CC(NS(=O)(=O)c1cccs1)c1ccccc1 (configuration not stated)	-1%	-20%
14	Cc1cc([N+](=O)[O-])ccc1NC(=O)CCCOc1ccc(Cl)cc1Cl	1%	3.3%
15	CC(C)(C)c1ccc(S(=O)(=O)CCc2ccccn2)cc1	nt	2.1%
16	CN(C)CC(=O)N1c2ccccc2CCc2ccc(NC(N)=O)cc21	0%	-14%
17	Clc1ccccc1-c1nn2c(-c3ccncc3)nnc2s1	-5%	-2.1%
18	COC(=O)COc1ccc(S(=O)(=O)Nc2ccc3c(c2)OCO3)cc1Cl	-12%	3.2%
19	Cc1c(OCc2ccccc2)c(=O)ccn1Cc1ccc(Cl)cc1	nt	-1.3%
20	CN1C(=O)C2(N=C(C(=O)O)c3ccccc3N2C)c2ccccc21 (configuration not stated)	0%	4.7%
21	COC(=O)CSc1nnc(CNC(=O)c2cc(OC)c(OC)c(OC)c2)n1C	-2%	0.4%
22	N#Cc1ccc(NC(=S)Nc2ccccc2)cc1	5%	0.0%
23	O=C(Nc1ccc2nccnc2c1)N1CCN(c2ccccc2)CC1	1%	0.7%
24	Cc1ccccc1CS(=O)(=O)CCC(=O)NCc1ccccn1	8%	-0.6%
25	C=CCN1C(=O)/C(=C\c2cc(Cl)ccc2OCc2ccccc2F)SC1=S	0%	-3.5%
26	O=C(O)C1C2CCC(C2)C1C(=O)Nc1nc(-c2ccc(Cl)cc2)cs1 (configuration not stated)	3%	-4.0%
27	Cc1cc(NC(=O)c2cccc(S(=O)(=O)N(C)C)c2)n(-c2ccccn2)n1	nt	-1.5%
28	C=CCNC(=O)C(=O)Nc1ccccc1OCC	-2%	1.1%
29	C/C(=N\Nc1nc(C)cc(C)n1)c1ccccc1O	2%	0.1%
30	Cn1nc(-c2ccc(N3CCCCC3)c(NC(=O)c3ccco3)c2)c2ccccc2c1=O	-3%	-4.8%

# A stretch taken from the entries so far, as a working copy:
nr	mol	Rat MKP-3 inhibitors	Hsp70 displacement
16	CN(C)CC(=O)N1c2ccccc2CCc2ccc(NC(N)=O)cc21	0%	-14%
17	Clc1ccccc1-c1nn2c(-c3ccncc3)nnc2s1	-5%	-2.1%
18	COC(=O)COc1ccc(S(=O)(=O)Nc2ccc3c(c2)OCO3)cc1Cl	-12%	3.2%
19	Cc1c(OCc2ccccc2)c(=O)ccn1Cc1ccc(Cl)cc1	nt	-1.3%
20	CN1C(=O)C2(N=C(C(=O)O)c3ccccc3N2C)c2ccccc21 (configuration not stated)	0%	4.7%

# Continued:
nr	mol	Rat MKP-3 inhibitors	Hsp70 displacement
31	CCOC(=O)CSc1nnc(Cc2ccccc2)n1-c1ccc(C)cc1	nt	-2.1%
32	COc1ccc(N=C2SC(CC(=O)Nc3ccc(OC)cc3OC)C(=O)N2C)cc1 (configuration not stated)	7%	2.4%
33	Cc1ccc(OCC(O)Cn2c(N3CCOCC3)nc3c2c(=O)[nH]c(=O)n3C)cc1 (configuration not stated)	7%	2.1%
34	CCOC(=O)C1=C(C)N[C@@]2(O)c3ccccc3C(=O)[C@@]12O	nt	2.0%
35	CCc1ccc(/C=N/Nc2nn[nH]n2)cc1	nt	0.7%
36	Cc1sc2ncnc(Sc3nnnn3-c3ccc(Cl)cc3)c2c1C	12%	2.0%
37	NC(=O)C1CCC(NC(=O)OCc2ccccc2)CC1 (configuration not stated)	-5%	-3.3%
38	CCOc1ccc2nc(SCC(=O)Nc3cc(OC)ccc3OC)sc2c1	-1%	2.8%
39	O=C(OCC(=O)N1CCOCC1)C(c1ccccc1)c1ccccc1	0%	4.6%
40	O=C(c1c(Cl)nc2sccn12)N(C(=O)c1c(Cl)nc2sccn12)c1ccc(Cl)cn1	-17%	-1.9%
41	COc1ccc(-n2ncc3c(N4CCc5ccccc54)ncnc32)cc1	0%	-2.1%
42	Cc1cccc(N2CCN(C(=O)Nc3ccc(Cl)cc3)CC2)c1C	4%	0.1%
43	Cc1nnc(N(Cc2ccco2)C(=O)c2ccno2)s1	-8%	-3.6%
44	COc1ccc(/C=N/NC(=O)c2cccc([N+](=O)[O-])c2)cc1Br	-2%	-3.0%
45	Clc1ccc(-c2nnc3ccccn23)cc1	-20%	4.2%
46	Cc1ccc(C)c(NC(=O)CSc2ccccn2)c1	-2%	4.8%
47	Cc1cc(C=O)c(C)n1-c1ccc(Sc2ccc([N+](=O)[O-])cc2)cc1	5%	3.2%
48	CC(C)CCNC(=O)CC1C(=O)N(Cc2ccccc2)C(C)c2nc3ccccc3n21 (configuration not stated)	nt	5.0%
49	Nc1cc(OC(=O)c2ccccc2Br)nn1S(=O)(=O)c1ccccc1	7%	3.1%
50	Clc1cccc(-c2nc(-c3ccccn3)no2)c1	-6%	1.2%
51	CCN=c1sc(C(=O)OC)cc(=O)n1CC	nt	-2.7%
52	CCC(=O)Nc1ccc(-c2nc3ccccc3o2)cc1	3%	-3.9%
53	O=C(OCCN(CCOC(=O)c1ccncc1)S(=O)(=O)c1cccs1)c1ccncc1	-1%	6.5%
54	C=CCNc1nc(NCC)nc(N2CCOCC2)n1	nt	-3.8%
55	O=C(Nc1nc2c(s1)CCCC2)c1cc2n(n1)C(C(F)(F)F)CC(C1CC1)N2 (configuration not stated)	-13%	0.8%
56	COc1ccc(C(=O)/C=C/c2ccc(OC)c3cccc(O)c23)cc1OC	3%	-4.9%
57	CCOc1ccc(S(=O)(=O)NCc2cccs2)cc1	nt	-12%
58	CCCCC(CC)CNC(=O)COc1cc(C)c(Cl)c(C)c1 (configuration not stated)	1%	2.7%
59	C=CCOC(=O)Nc1ccc(Cl)cc1NC(=O)OCC=C	-12%	2.5%
60	COc1ccc(C(NC(C)=O)c2c(OC(C)=O)ccc3ccccc23)cc1OC (configuration not stated)	1%	-1.8%
61	CCOc1cccc(C2C(C(=O)c3ccc(C)o3)=C(O)C(=O)N2c2nccs2)c1 (configuration not stated)	-22%	121%
62	O=C(Cc1ccc(-c2ccccc2)cc1)N1CCOCC1	-6%	nt
63	Cc1ccc(SCC(=O)NCC(C)C)cc1	-11%	2.1%
64	CSc1nc2nc(-c3ccccc3)cc(=O)n2[nH]1	nt	1.0%
65	CC(=O)N1CCCc2cc(S(=O)(=O)CCC(=O)N3CCN(c4cccc(C)c4)C(C)C3)ccc21 (configuration not stated)	-2%	0.1%
66	O=C(NCCc1ccccc1)c1ccc2nc(-c3ccco3)c(-c3ccco3)nc2c1	nt	16%
67	O=C(CN1CCOc2ccccc21)N1CCCC1	3%	1.4%
68	CCOC(=O)Nc1ccc2c(c1)N(C(=O)CCN)c1ccccc1S2	3%	4.4%
69	Cc1ccc(-n2cnnn2)c(S(=O)(=O)N2CCOCC2)c1	-6%	-4.2%
70	Cc1cc(NC(=O)C2CCC2)n(-c2ccccn2)n1	4%	-4.5%
71	Cc1ccc(C2(c3ccc(C)cc3)CC2C(=O)NCCc2ccccc2)cc1 (configuration not stated)	2%	-1.2%
72	CCCOc1ccc(C2Nc3ccccc3NC3=C2C(=O)CC(c2ccc(OC)c(OC)c2)C3)cc1 (configuration not stated)	6%	-5.4%
73	CC(C)(C)NC(=O)C(c1ccc(O)cc1)N(Cc1ccco1)C(=O)Cn1nnc(-c2cccs2)n1 (configuration not stated)	nt	6.3%
74	COC(=O)c1c(C(=O)OC)n(CCCN)c2ccc(C)cc12	-5%	3.8%
75	Cc1ccc(C)c2c(N=NC(=O)/C(=C\c3ccccc3)NC(=O)c3ccccc3)c(O)[nH]c12	0%	0.6%
76	[O-]/[N+](=C/c1ccc(F)cc1)c1ccc(Cl)cc1	nt	4.0%
77	COc1ccccc1-n1sc2c(c1=S)-c1ccc(C)cc1NC2(C)C	4%	-2.2%
78	CCCn1c2ccccc2c2nc3ccccc3nc21	-10%	-1.9%
79	COc1ccc(NC(=O)[C@H](CCS(C)(=O)=O)N2Cc3ccccc3C2=O)c(OC)c1	0%	0.4%
80	CCC1(C)CC(CC(=O)O)(c2ccc(C)cc2)CCO1 (configuration not stated)	1%	1.2%
81	CCCCC(c1nnnn1CC1CCCO1)N1CCN(c2cccc(C)c2C)CC1 (configuration not stated)	-14%	-0.1%
82	Cc1ccc2nsnc2c1S(=O)(=O)N1CCN(Cc2ccc3c(c2)OCO3)CC1	-4%	4.5%
83	COC(=O)C1(C)Nc2ccccc2C(=O)N1c1ccccc1OC (configuration not stated)	-7%	-0.8%
84	COc1ccc(COC(=O)c2nc3nc(C)cc(C)n3n2)cc1F	-7%	5.6%
85	CCN(C(=O)COc1cc(=O)n(CC)c2ccccc12)c1cc(Cl)ccc1OC	-8%	6.5%
86	CCOC(=O)C1=C(C)NC(=O)NC1c1cc(OC)c(OC)c(OC)c1 (configuration not stated)	0%	3.3%
87	O=C(COc1ccc(Cl)cc1Br)NNC(=O)c1cccs1	2%	-2.8%
88	Brc1cccc(-c2nnc(SCc3nc4ccccc4[nH]3)o2)c1	-4%	8.4%
89	CCOC(=O)C1C(=O)C=C(c2ccc(OC)cc2)CC1c1ccco1 (configuration not stated)	9%	-0.7%
90	CC1=C(C(=O)OC2CCCC2)C(c2ccccc2Cl)C2=C(CC(C)(C)CC2=O)N1 (configuration not stated)	-1%	3.9%

# Going on with the list.
nr	mol	Rat MKP-3 inhibitors	Hsp70 displacement
91	COc1ccc(N=CC2=C(O)CC(C)(C)CC2=O)cc1OC	-1%	-2.5%
92	Cn1c(=O)c2c(nc(Sc3nc4ccccc4n3Cc3ccccc3)n2C)n(C)c1=O	-1%	0.1%
93	Cc1ccc(S(=O)(=O)N2CCC(C(N)=O)CC2)c(C)c1C	nt	-2.5%
94	C=C(Cl)COc1ccc2c(CCC)cc(=O)oc2c1	nt	-1.5%
95	Cc1ccc(N2CC(C(=O)NCc3cccs3)CC2=O)cc1C (configuration not stated)	nt	3.9%
96	COc1ccccc1-c1coc2cc(OC(=O)c3ccc(Cl)cc3Cl)ccc2c1=O	-3%	4.8%
97	CC(C)(C)Nc1nc2nonc2nc1NC(C)(C)C	nt	1.0%
98	CC(C)N1CCc2c(sc3nc(SCc4ccc(Cl)cc4)n(Cc4ccccc4)c(=O)c23)C1	5%	-3.5%
99	O=C1N=c2ccc(Br)cc2=C1c1[nH]c(=O)[nH]c1O	-1%	4.2%
100	CCN(CCNC(=O)c1cc(C)nn1-c1ccccc1)c1ccccc1	2%	4.5%
101	CCc1ccc(-c2nc(-c3ccccn3)no2)cc1	1%	-3.0%
102	CC(c1ccco1)N(Cc1ccco1)C(=O)Nc1ccccc1 (configuration not stated)	-4%	-3.2%
103	Cc1ccc2cccc(S(=O)(=O)N3CCN(c4ccccc4F)CC3)c2n1	-7%	-3.2%
104	C=Cc1cccc(NC(=O)COc2ccccc2)c1	-10%	-1.9%
105	COc1ccc(-c2cc3nc(C)cc(N4CC(C)CC(C)C4)n3n2)cc1 (configuration not stated)	nt	2.9%
106	CC(NC(=O)NC12CC3CC(CC(C3)C1)C2)C1CCCO1 (configuration not stated)	2%	-0.3%
107	O=C(Cn1nnc(-c2ccccc2)n1)NCc1ccco1	nt	1.9%
108	O=C(Nc1cccc(-c2nc3ccccc3s2)c1)c1ccc2c(c1)OCCO2	2%	-2.2%
109	Cc1nc2ccc(S(=O)(=O)NC(CC(C)C)C(=O)O)cc2s1 (configuration not stated)	6%	-1.8%
110	Cc1ccsc1/C=C(\C#N)c1nc(-c2cc3cc(Br)ccc3oc2=O)cs1	3%	-3.5%
111	COc1cc2c(cc1NCc1ccc(OC)c(OC)c1OC)oc1ccccc12	4%	3.7%
112	Fc1cccc(CSc2ncnc3c2oc2ccccc23)c1	-4%	1.3%
113	O=c1cc(NCCCO)c2ccccc2o1	nt	1.6%
114	Cc1ccc(C(=O)C(NC(=O)c2ccco2)Nc2sc3c(c2C(N)=O)CCCC3)cc1 (configuration not stated)	nt	-3.2%
115	CC1CC(C)CN(S(=O)(=O)c2ccc(F)cc2)C1 (configuration not stated)	-4%	0.4%
116	COc1ccc(N2CCN(Cc3nc4c(c(=O)[nH]c(=O)n4C)n3Cc3cccc(Cl)c3)CC2)cc1	-5%	-3.2%
117	Cc1cc(-c2nnc3n2N=C(C(C)(C)C)CS3)n[nH]1	3%	-4.9%
118	C=CCNC(=S)NNC(=O)c1ccc(OCC(C)C)cc1	nt	7.8%
119	CC1=CCC2C(=O)N(c3ccc(C)c(Br)c3)C(=O)C2C1 (configuration not stated)	-8%	5.1%
120	O=C(CCN1C(=O)CSC1=O)Nc1ccccc1	-3%	0.8%
121	Cc1ccc2cc3cc(C(=O)NCc4ccc5c(c4)OCO5)oc3nc2c1	11%	5.2%

# High-throughput results: PubChem BioAssay, Sanford-Burnham Center for Chemical Genomics
